Lipid storage S3: qHTS Assay for Lipid Storage Modulators in Drosophila S3 Cells; lipid storage change, negative = inhibition, % at the top dose, mostly 46.1 µM; hits show Potency in µM; 320,000 compounds, 0.64% hits; AID 2685; Drosophila S3 cells, BODIPY lipid droplet fluorescence, 18-24 h; cells fed with added oleic acid; active = well fitted inhibition curve with a large enough effect in the signal ratio, with a control signal flat, not every such curve was filed as active; inconclusive = small, poorly fitted or top-dose-only effect, or effect the other way, or a change in a side signal; the % refers to the signal ratio
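Laser-scanning cytometry quantifies lipid droplet accumulation (500–530 nm total intensity; droplet/cell object ratio) in oleic acid-fed (400 uM added) Drosophila S3 cells treated with a concentration series. 20 uM Triacsin C defined 100% inhibition.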
Lipid storage S3 cell count max: also measured in Lipid storage S3; calls as there; cell number change, %; measured here: cell count max response;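 cells counted by Cell Tracker Red CMTPX staining in the red channel; peak over a dose series mostly up to 46.1 µM; percent activity relative to internal control wells on each plate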
* = called active by the depositor; i = inactive; ? = inconclusive; nt = not tested or not shown. % is set by controls: 0 for no effect and ±100 for the full control effect; potency is the fitted concentration of half-maximal effect. These rows are one share of the data (hit frequency here may not be typical).

Molecule | Lipid storage S3 | Lipid storage S3 cell count max
O=C(COC(=O)CCc1nc2ccccc2s1)Nc1ncc(Cl)cc1Cl | ? | nt
CCCCCCCc1c(O)nc(SCCN(C)C)[nH]c1=O | ? | nt
Oc1ccccc1CNn1cnnc1 | ? | nt
Cc1ccc(N(CC(=O)NN=C2CCN(C)CC2)S(=O)(=O)c2ccc(C)cc2)cc1 | 4% | 11
COc1ccc(C(=O)OCC[N+]2(C)CCOCC2)cc1 | 8% | 9
N#Cc1nc(Cc2ccccc2)oc1N1CCCC1 | -17% | -9
COc1cccc(CNC(=O)c2cc(COc3c(F)cccc3F)on2)c1 | -1% | -10
CS(=O)(=O)NN1C(=O)c2ccccc2NC1c1ccccc1O (stereo not given) | 5% | -1
COc1cccc(CN2CCN(C(=O)c3cccc4ccccc34)CC2)c1OC | i | 4
CN(CC(=O)Nc1ccccc1Br)C(=O)CNC(=O)c1ccc2c(c1)OCO2 | ? | nt
O=C(Nc1cccc(C(F)(F)F)c1)C1C2CC3OC(=O)C1C3C2 (stereo not given) | 24% | -4
Clc1ccc2c(c1)[C@H]1OCC[C@H]1[C@@H](c1ccco1)N2 | -2% | -3

Continued.
Molecule | Lipid storage S3 | Lipid storage S3 cell count max
COc1cc(-c2cc(C(=O)O)c3cc4c(cc3n2)OCCO4)cc(OC)c1OC | ? | nt
Cc1ccc(Nc2nc(N)nc(CN3CCN(C)CC3)n2)cc1C | 3% | 8
COc1ccccc1C(=O)NCc1ccco1 | i | 3
CCC(=O)NNC(=O)Cc1c(C)n(C(=O)c2ccc(Cl)cc2)c2ccc(OC)cc12 | i | 24
CCCCN(CCCC)Cc1ccc(C(=O)NNC(=O)Nc2ccc(F)cc2)o1 | ? | nt
Oc1ccc2c(c1)oc1cc(O)ccc12 | 5% | -20
COc1ccccc1NC(=O)CSc1nnc(C)o1 | ? | nt
O=C(O)c1ccc(/C=C/C(=O)c2ccc3c(c2)OCCCO3)cc1 | ? | nt
CC(=O)N(Cc1cc2cc(C)c(C)cc2n2nnnc12)CC1COCCO1 (stereo not given) | ? | nt
FC(F)(F)c1cccc(N2CCN(CC3CC4C=CC3C4)CC2)c1 (stereo not given) | -15% | -13
COC(=O)Cn1ccc(-c2ccc(Cl)cc2)c(C#N)c1=O | 12% | 23
Cc1cc(C)c(C(=O)OCCNC(=O)c2cccnc2)cc1C | ? | nt

Next section
Molecule | Lipid storage S3 | Lipid storage S3 cell count max
COc1ccc(N(C)S(=O)(=O)c2cccc(C(=O)NC3CCCC3)c2)cc1 | ? | nt
CN(C)c1ccc(NC(=O)CSCc2nc3c(nnn3Cc3ccc(F)cc3)c(=O)[nH]2)cc1 | i | nt
N=c1c(C(=O)NCCc2ccccc2)cc2c(=O)n3ccccc3nc2n1CC1CCCO1 (stereo not given) | ? | nt
NC(=O)C1CC(=O)N(c2ccc(OCC(=O)Nc3cccc(C(F)(F)F)c3)cc2)C1 (stereo not given) | ? | nt
COc1ccccc1CNC(=O)c1nccnc1CO | ? | nt
Cc1ccc(NC(=O)c2ccco2)c(NC(=O)c2ccc(Cl)cc2)c1 | i | -3
Cc1cc(C(=O)OCC(=O)N2CC(=O)Nc3ccccc32)no1 | ? | nt
CCOC(=O)/C(=N\Nc1ccccc1Cl)N1CCN(C)CC1 | 9% | 6
COC(=O)c1ccccc1NC(=O)CSc1nncn1-c1ccccn1 | ? | nt
O=c1[nH]c(CSc2nnc3ccccn23)nc2cc(C(F)(F)F)ccc12 | ? | nt
COc1ccc(COCC(O)CN2CCC(C(N)=O)CC2)cc1OC (stereo not given) | ? | nt
Cc1cc(=O)oc2cc(OCC(=O)N3c4ccccc4CC3C)ccc12 (stereo not given) | 0% | -16

Pulled by structure from the entries so far, three records:
Molecule | Lipid storage S3 | Lipid storage S3 cell count max
COc1ccccc1CNC(=O)c1nccnc1CO | ? | nt
COC(=O)c1ccccc1NC(=O)CSc1nncn1-c1ccccn1 | ? | nt
Cc1ccc(NC(=O)c2ccco2)c(NC(=O)c2ccc(Cl)cc2)c1 | i | -3

Exported field by field: entries from further up.
> COc1ccc(N(C)S(=O)(=O)c2cccc(C(=O)NC3CCCC3)c2)cc1
  Lipid storage S3: ?; Lipid storage S3 cell count max: nt
> CN(C)c1ccc(NC(=O)CSCc2nc3c(nnn3Cc3ccc(F)cc3)c(=O)[nH]2)cc1
  Lipid storage S3: i; Lipid storage S3 cell count max: nt
> N=c1c(C(=O)NCCc2ccccc2)cc2c(=O)n3ccccc3nc2n1CC1CCCO1 (stereo not given)
  Lipid storage S3: ?; Lipid storage S3 cell count max: nt
> NC(=O)C1CC(=O)N(c2ccc(OCC(=O)Nc3cccc(C(F)(F)F)c3)cc2)C1 (stereo not given)
  Lipid storage S3: ?; Lipid storage S3 cell count max: nt

Next part
Molecule | Lipid storage S3 | Lipid storage S3 cell count max
Cc1ccc(CN2C(=O)CCSc3ccc(Cl)cc32)cc1 | 23% | -2
O=C(CSc1nnc(Nc2ccccc2)s1)Nc1ccc(S(=O)(=O)N2CCOCC2)cc1 | ? | nt
CCOc1ccc(NC(=O)c2cn(-c3ccc(OCC)cc3)c(=O)c3cc(OC)c(OC)cc23)cc1 | i | 5
CCC1CCCCN1C(=O)CSc1nnc(CNC(=O)c2c(F)cccc2Cl)o1 (stereo not given) | ? | nt
Nc1ccc(Cl)c(S(=O)(=O)Nc2ccc(Cl)cc2)c1 | ? | nt
COc1cc(OC)cc(C(=O)N[C@H](C(=O)OCC(=O)Nc2ccc(OC)c(OC)c2)C(C)C)c1 | -3% | 12
COc1ccc(-c2nnc(SCC(=O)N/N=C/c3ccccc3C(=O)O)n2-c2ccc(Cl)cc2)cc1 | 9% | 17
O=C(Nc1nnc2n1CCS2)c1ccco1 | i | -2
CCCn1c(CN2CCN(C(=O)OCC)CC2)nc2cc(NC(=O)CC)ccc21 | ? | nt
CCOC(=O)c1ccc(N2C(=O)c3n[nH]c(C)c3C2c2ccc(OC)c(OC)c2)cc1 (stereo not given) | ? | nt
O=C(N/N=C\c1ccccc1)c1ccccc1-n1cccc1 | ? | nt
CC(=O)c1ccc(N2CCN(C(=S)Nc3ccccc3)CC2)cc1 | i | nt

(listing goes on)
Molecule | Lipid storage S3 | Lipid storage S3 cell count max
COc1ccccc1N1CCN(C(=O)c2cc(C3CC3)on2)CC1 | i | nt
O=C(C1CCCO1)N1CCN(c2c3c(nc4cc(-c5ccc(F)cc5)nn24)CCC3)CC1 (stereo not given) | ? | nt
COc1cc(C2N(c3ccc(Cl)cc3)C(=O)C3CCCN32)cc(OC)c1OC (stereo not given) | 0% | -10
COc1ccc(C(=O)Nc2cccc(NC(=O)c3ccc(OC)c(OC)c3)n2)cc1OC | i | 3
CC(=O)CCc1c(C)nc2ccc(C(=O)O)cc2c1Cl | 10% | -9
CCC12CN3CC(CC)(CN(C1)C3c1ccc(OC(C)C)cc1)C2=O (stereo not given) | i | nt
O=C(Cc1ccc(Cl)cc1)Nc1ccc(SC(F)F)cc1 | ? | nt
CCC(=O)NC(=S)Nc1ccc(S(=O)(=O)N2CCN(C)CC2)cc1 | -1% | 0
COc1ccc(Nc2nc(N)nc(CSCCO)n2)cc1 | ? | nt
Cc1ccsc1-c1nc(C(N)=O)c2[nH]c(=O)n(-c3ccc(Cl)cc3)c2n1 | 15% | 7
Cc1ccc(C2CC(=O)NC(SCC(=O)Nc3nccs3)=C2C#N)cc1 (stereo not given) | ? | nt
O=C(O)c1cccc(Nc2c([N+](=O)[O-])c(=O)oc3ccccc23)c1 | 9% | 3

(listing goes on)
Molecule | Lipid storage S3 | Lipid storage S3 cell count max
CC(C)c1ccc(/C=N/n2c(-c3ccccc3)n[nH]c2=S)cc1 | ? | nt
CCOC(=O)c1ccc(NC(=O)C2CCN(C(=O)c3ccc(OC)c(OC)c3)CC2)cc1 | -1% | 16
CCCc1n(CC(O)COCc2ccccc2)c2ccccc2[n+]1C (stereo not given) | ? | nt
O=C(CCCN1C(=O)/C(=C/c2cccs2)SC1=S)Nc1ccc(O)cc1 | i | 4
CC12CCC(=O)N1C(C(=O)NNC(=O)c1ccccc1F)CS2 (stereo not given) | ? | nt
Cc1ccc(C(c2sc3nc(C)nn3c2O)N2CCOCC2)cc1 (stereo not given) | -2% | 1
O=C(Nc1sc2c(c1C(=O)O)CCCCC2)c1ccccc1F | -23% | -2
O=C(COC(=O)c1ccccc1C(=O)c1ccc(Cl)c([N+](=O)[O-])c1)NC1CC1 | ? | nt
Cc1ccc2[nH]c(=O)c(C(c3nnnn3CC3CCCO3)N3CCc4ccccc4C3)cc2c1 (stereo not given) | 7% | -1
CC(C)C(OC(=O)c1ccccc1)c1nccc2ccccc12 (stereo not given) | ? | nt
CC(=O)Oc1ccc(C(=O)Nc2ccc3c(c2)C(=O)N(CCC(=O)O)C3=O)cc1 | ? | nt
CCOc1ccc(/C=C2\SC(=S)N(CCC(=O)O)C2=O)cc1 | 24% | -6

More records
Molecule | Lipid storage S3 | Lipid storage S3 cell count max
COc1ccc(C2SCC(C(=O)O)N2C(C)=O)cc1OC (stereo not given) | 0% | 7
COCCCn1c(=O)c2ccccc2n(Cc2cccc(C)c2)c1=O | 16% | -17
CN(C)c1ccc(C#Cc2ccc3cc(CCCO)oc(=O)c3c2)cc1 | ? | nt
COc1ccccc1CCNC(=O)Cn1ccc2cc(S(=O)(=O)N3CCCC3)ccc21 | -8% | -7
Clc1ccc(C2Nc3cccc4cccc(c34)N2)cc1 | ? | nt
COc1ccc(CN2CCC(C(=O)N3CCCC(C)C3)CC2)cc1OC (stereo not given) | -15% | 10
Cc1nn(CC(=O)O)c(=O)c2ccccc12 | ? | nt
CC(=O)N1CCc2cc(C(=O)CN3CCCN(Cc4ccc(F)cc4)C3)ccc21 | ? | nt
CC(C)c1ccc(C(CC(=O)c2ccc(Cl)cc2)C(=O)O)cc1 (stereo not given) | ? | nt
Cc1cc(C(F)(F)F)nc(-n2cc(-c3cccc(N)c3)nn2)n1 | 7% | 0
Cc1cc(NC(=O)c2cc(-c3ccc4c(c3)OCO4)on2)n(-c2ccccc2)n1 | -9% | 13
Cc1sc2nc(-c3ccccn3)[nH]c(=O)c2c1-c1ccccc1 | ? | nt

The listing continues.
Molecule | Lipid storage S3 | Lipid storage S3 cell count max
COc1ccc(CNC(=O)c2cc(-c3ccncc3)nc3c(C)cc(C)cc23)cc1OC | ? | nt
CS(=O)(=O)N(CC(=O)N1CCCCCC1)c1cccc(Cl)c1Cl | ? | nt
Clc1cccc(Cl)c1CSc1nnc(-c2ccncc2)s1 | 7% | 10
O=C(COC(=O)COc1cccc(C(F)(F)F)c1)NC(=O)NC1CCCCC1 | ? | nt
CCn1cc(/C=C(\NC(=O)c2ccc(C)cc2)C(=O)NCCCN2CCOCC2)c2ccccc21 | ? | nt
CC1(C)OC(=O)N(NCc2ccccc2)C1(C)O (stereo not given) | ? | nt
Cc1ccccc1NC(=O)COc1coc(CN2CCN(c3ccccc3)CC2)cc1=O | ? | nt
Cc1ccc(-c2ccc(/C=N\NC(=O)C3C(=O)NCC3c3ccccc3)o2)cc1Cl (stereo not given) | ? | nt
O=C(CSc1nnc(CNC(=O)c2ccc(F)cc2)o1)Nc1ccc2c(c1)OCCO2 | ? | nt
CCCOc1ccc(NC(=O)C(=O)NCCCn2ccnc2)cc1 | -6% | -13
CC(=O)NC(=S)Nc1ccccc1N1CCCCC1 | ? | nt
O=C(CNC(=O)c1ccc(-c2ccccc2)cc1)OCc1c(F)cccc1Cl | -1% | -4

Further entries follow:
Molecule | Lipid storage S3 | Lipid storage S3 cell count max
Cc1cccc(NS(=O)(=O)c2cccc(C(=O)N3CCN(c4ccccn4)CC3)c2)c1 | ? | nt
COc1cc2nc(CN3CCN(C(c4ccccc4)c4ccccc4)CC3)[nH]c(=O)c2cc1OC | 3% | 0
O=C(CC(NC(=O)c1ccccc1Cl)c1ccccc1)Nc1ccc2c(c1)OCO2 (stereo not given) | ? | nt
COc1ccc(C)cc1NC(=O)CN(C)S(=O)(=O)c1ccc2c(c1)CCCN2C(C)=O | -12% | 5
COc1ccc(OC)c(/C=C/C(=O)OCC(=O)N2CCN(S(=O)(=O)c3ccc(C)cc3C)CC2)c1 | ? | nt
Cc1ccc(C2C(=O)N(C3CCC(C)CC3)CC(=O)N2C2CCCC2)cc1 (stereo not given) | i | nt
CCOc1ccc(CNC(=O)c2ccco2)cc1 | 1% | 11
O=C(NCc1ccco1)c1cc(-c2ccccc2)on1 | i | 0
CC(C(=O)O)n1cc(Cl)cn1 (stereo not given) | 1% | 17
O=S(=O)(c1ccc(N2CCCC2)nc1)N1CCCC1 | ? | nt
C[C@H](NC(=O)N1CCn2c1nc1ccccc12)C(=O)NCc1ccco1 | -10% | 16
CC1(C(=O)O)C=CCN1C(=O)c1ccccc1 (stereo not given) | ? | nt

Carrying on:
Molecule | Lipid storage S3 | Lipid storage S3 cell count max
CCOc1ccc(CCNC(=O)C2=C(C)C(=O)OC23CCC(C)CC3)cc1OCC (stereo not given) | 1% | 7
CCOCCCNC(=O)Cn1nc(-c2ccccc2)ccc1=O | 1% | 10
CCOC(=O)c1sc(NC(=O)c2cc3c(s2)CCC(C)C3)nc1C (stereo not given) | ? | nt
COc1ccc(-n2c(Cn3c(=O)sc4ccccc43)nnc2SCC(=O)N2CCCCC2)cc1 | 6% | nt
COc1nc(OC)nc(N2CCC(C(=O)NC3CC3)CC2)n1 | -5% | -15
COc1ccc(C(=O)NC(=S)Nc2ccc3[nH]c(=O)[nH]c3c2)c(OC)c1 | ? | nt
O=C(c1cccc2nccnc12)N1CCCC(Nc2ccc(F)c(F)c2)C1 (stereo not given) | ? | nt
NC(=O)CC[C@@H]1NC(=O)[C@H](CO)NC(=O)c2cc([N+](=O)[O-])cc(I)c2OCC[C@@H](C(N)=O)NC1=O | 4% | 9

Screening data: PubChem BioAssay, National Center for Advancing Translational Sciences (NCATS)
